MPTP block – mitochondrial permeability transition pore inhibitors, primary screen, biochemical, isolated mouse mitochondria, absorbance. inhibition, % at 10 µM. Ca2+ swelling absorbance, 30 min. AID 602449, 2012. 360,000 compounds, 1.4% hits;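 active = inhibition of 50% or more, scaled per plate between neutral and stimulator controls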;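 also: 0% = DMSO wells given calcium and 100% = 1 mM EGTA wells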
hIAP block – human IAP inhibitors, primary screen, biochemical, luminescence, uHTS. Intestinal-type alkaline phosphatase (Homo sapiens), P09923. purified IAP, CDP-Star luminescence, 30 min. inhibition, % at 10 µM. 330,000 compounds, 0.12% hits. AID 2544, 2010;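 active = inhibition reaching a set limit with compound at 10 µM in the primary screen, cut at about 35% in these data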;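 also: plate controls were DMSO wells with enzyme for no effect and no-enzyme buffer wells for full effect; values of inactives mirror those of a sister screen read the other way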
Target sequence (P09923 whole entry, looked up): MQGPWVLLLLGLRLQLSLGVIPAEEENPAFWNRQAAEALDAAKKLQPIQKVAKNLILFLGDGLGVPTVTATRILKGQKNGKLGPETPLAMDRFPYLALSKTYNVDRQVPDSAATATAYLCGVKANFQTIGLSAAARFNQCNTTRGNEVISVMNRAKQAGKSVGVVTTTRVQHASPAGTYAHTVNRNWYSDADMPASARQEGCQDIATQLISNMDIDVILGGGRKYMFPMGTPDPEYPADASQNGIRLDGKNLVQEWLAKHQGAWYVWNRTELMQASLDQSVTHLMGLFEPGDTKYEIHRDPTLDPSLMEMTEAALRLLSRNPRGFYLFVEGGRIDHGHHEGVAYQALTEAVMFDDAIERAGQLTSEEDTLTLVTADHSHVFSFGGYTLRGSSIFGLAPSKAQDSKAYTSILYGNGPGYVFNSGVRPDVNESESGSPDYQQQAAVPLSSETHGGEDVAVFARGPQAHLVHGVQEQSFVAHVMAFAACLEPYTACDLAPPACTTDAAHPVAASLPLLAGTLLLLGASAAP
mIAP block – inhibitors of mouse IAP, primary screen, biochemical, luminescence, uHTS | intestinal alkaline phosphatase [Mus musculus] | purified mouse IAP, CDP-Star luminescence, 30 min | inhibition, % at 10 µM | 330,000 compounds, 0.2% hits;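 active = inhibition of at least 40% at 10 µM in the primary screen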;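 also: plate controls were DMSO with enzyme for no effect and no enzyme wells for full effect; values of inactives mirror those of a sister screen read the other way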
A3G deaminase – APOBEC3G DNA deaminase inhibitors, primary screen, biochemical, fluorescence, single-stranded DNA substrate, uHTS; DNA dC->dU-editing enzyme APOBEC-3G (Homo sapiens), Q9HC16; recombinant A3G, ssDNA deamination FAM/TAMRA fluorescence; inhibition, % at 20 µM; 330,000 compounds, 0.28% hits; AID 493012, 2011;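 active = inhibition of at least 40% at 20 µM, with no more than 30% in the related APOBEC3A deaminase screen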;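 also: plate controls were DMSO wells with A3G for no effect and wells lacking A3G enzyme for full effect; some compounds called inactive have numbers as strong as hits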
Target sequence (Q9HC16 whole entry, looked up): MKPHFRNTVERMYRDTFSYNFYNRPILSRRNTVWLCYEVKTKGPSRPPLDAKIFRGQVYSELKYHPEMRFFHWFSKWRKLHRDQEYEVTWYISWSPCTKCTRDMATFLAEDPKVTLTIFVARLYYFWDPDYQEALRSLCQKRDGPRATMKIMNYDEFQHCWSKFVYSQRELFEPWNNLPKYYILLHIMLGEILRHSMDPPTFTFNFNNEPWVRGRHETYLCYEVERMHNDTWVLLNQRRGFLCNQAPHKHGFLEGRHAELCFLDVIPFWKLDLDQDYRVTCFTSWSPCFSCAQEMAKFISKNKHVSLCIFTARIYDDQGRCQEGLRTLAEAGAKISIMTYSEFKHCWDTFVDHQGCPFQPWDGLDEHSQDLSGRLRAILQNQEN
beta cell repl – inducers of MIN6 beta-cell proliferation, primary screen, ATP luminescence, uHTS; MIN6 cells proliferation, ATPlite luminescence, 48 h; cells starved in 0.2% serum; 100% = growth in 10% serum; proliferation, % at 10 µM; 330,000 compounds, 0.29% hits; AID 2380, 2010;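 active = compounds whose signal lies at least 3.5 SD above the mean of all wells on their plate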;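 also: 0% = DMSO-treated cells in low-serum medium and 100% = 10% serum control; some compounds called inactive have numbers as strong as hits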
APOBEC3A inh – APOBEC3A ssDNA deaminase inhibitors, primary screen, selectivity assay for APOBEC3G inhibitor project, biochemical, FAM/TAMRA oligo cleavage fluorescence; recombinant A3A, FAM/TAMRA ssDNA deamination fluorescence; inhibition, % at 20 µM; 330,000 compounds, 0.41% hits; AID 493011, 2011;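 active = at least 40% inhibition at 20 µM here, with at most 30% in a related deaminase screen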;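 also: plate controls were A3A with DMSO for no effect and wells lacking A3A enzyme for full effect; some results filed as inactive read as strong as hits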
mIAP act – activators of mouse IAP, primary screen, biochemical, luminescence, uHTS; intestinal alkaline phosphatase [Mus musculus]; muIAP, CDP-Star luminescence, 30 min; hits give high values; 1 = vehicle-only enzyme signal, 0 = enzyme-free wells; activation factor at 10 µM; 330,000 compounds, 0.24% hits; AID 2805, 2010;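 active = activation factor of at least 2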; also: the source names both 10 and 20 µM as test concentration; values of inactives mirror those of a sister screen read the other way
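System: mouse IAP enzyme. Reagent: CDP-Star chemiluminescent phosphatase substrate. Benchmarks: DMSO wells, no-enzyme wells. Times: 30 min enzyme-substrate-compound incubation at room temperature. Detection: luminescence from enzymatic CDP-Star hydrolysis. Doses: test compounds delivered from DMSO solution.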
NR3A LBD binder – binders of NR3A ligand-binding domain, primary screen, biophysical, differential scanning fluorimetry, uHTS; NR3A LBD differential scanning fluorimetry, Tm shift; 0% = protein alone, 100% = glycine-bound protein; 340,000 compounds, 2.5% hits; Tm shift relative to glycine control, % at 25 µM;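 active = melting temperature shift of at least 10% of the positive control shift, at one fixed dose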
hIAP activ – human IAP activators, primary screen, biochemical, luminescence, uHTS | Intestinal-type alkaline phosphatase (Homo sapiens), P09923 | purified human IAP, CDP-Star luminescence, 30 min; hits give high values; 1 = vehicle-only enzyme, 0 = enzyme-free background | 330,000 compounds, 0.16% hits | activation factor at 10 µM;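 active = activation factor of the enzyme at least 2-fold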; also: the source names both 10 and 20 µM as test concentration; values of inactives mirror those of a sister screen read the other way
An asterisk follows results filed as active. Not a hit list; 5% or so of the library scored in one or more.

#1 O=C(Nc1cccnc1)c1ccc(-c2ccc(Cl)cc2)o1
#2 CC(C(=O)Nc1nncs1)N1C(=O)C2C3C=CC(C3)C2C1=O (centres undefined)
#3 CC(C)NC(=O)COc1ncnc2sccc12
#4 COc1cccc(CNCc2cccnc2)c1OCc1ccccc1
#5 CCc1ccnc(NC(=O)Nc2ccc(OCc3ccccc3)cc2)c1
assay / entry	1	2	3	4	5
MPTP block	-1.4	0.8	-1.4	0.9	2.4
hIAP block	15	-9	8	8	4
mIAP block	-10	-6	2	6	-12
A3G deaminase	5	-5	-4	-3	-2
beta cell repl	-2	-3	1	-2	-3
APOBEC3A inh	3	-2	3	-2	2
mIAP act	1.1	1.1	0.98	0.94	1.1
NR3A LBD binder	2	-5	1	-1	-1
hIAP activ	0.85	1.1	0.92	0.92	0.96

#6 O=C(Nc1ccc2c(c1)OCO2)N1CCN(c2ccc(F)cc2)CC1
#7 Cc1ccc(C(=O)Cn2nnc3ccccc32)cc1[N+](=O)[O-]
#8 CCCCCSc1nc2c(c(=O)[nH]c(=O)n2C)n1C
#9 CCOC(=O)Cc1csc(NC(=O)c2ccc(S(=O)(=O)N(CCOC)CCOC)cc2)n1
#10 CC(C)Oc1ccc(CC2CC(=O)NC2=O)cc1 (centres undefined)
assay / entry	6	7	8	9	10
MPTP block	0.6	0.6	0.2	0.5	1.0
hIAP block	10	3	14	1	15
mIAP block	-5	-7	7	2	10
A3G deaminase	9	-9	-7	-7	-2
beta cell repl	-3	2	5	-4	3
APOBEC3A inh	-2	-3	-6	-5	-1
mIAP act	1.1	1.1	0.93	0.98	0.9
NR3A LBD binder	-1	0	-4	0	4
hIAP activ	0.9	0.97	0.86	0.99	0.85

#11 COc1ccc(-c2cc(C(=O)N3CCCCC3)no2)cc1OC
#12 Cc1cnc(C(=O)OCc2ccc(Br)cc2F)cn1
#13 O=S(=O)(Nc1ncnc2sc3c(c12)CCC3)c1ccc2ccccc2c1
#14 O=C(N/N=C/c1ccc([N+](=O)[O-])s1)c1ccncc1
#15 Cn1c(-c2ccccc2)n[nH]c1=S
assay / entry	11	12	13	14	15
MPTP block	0.1	0.8	0.1	0.4	1.4
hIAP block	4	-2	-18	25	16
mIAP block	10	-3	7	16	10
A3G deaminase	-6	-6	-4	-4	7
beta cell repl	-2	1	1	-6	-1
APOBEC3A inh	0	-1	-14	-1	-7
mIAP act	0.9	1	0.93	0.84	0.9
NR3A LBD binder	-18	0	-3	0	2
hIAP activ	0.96	1	1.2	0.75	0.84

#16 CC1CCN(CCCCOc2ccc(Cl)cc2)CC1
#17 CCN(CC)Cc1c(O)ccc2cc(-c3nc4ccccc4n3C)c(=O)oc12
#18 CC(C)(C)c1ccc(C(=O)Nc2nnc(C3=COCCO3)o2)cc1
#19 Cc1cccc(C)c1NC(=O)COC(=O)c1cccnc1
#20 Cc1ccc(S(=O)(=O)N2CCN(C(=O)COC(=O)c3cnc(C)cn3)CC2)c(C)c1
assay / entry	16	17	18	19	20
MPTP block	-0.8	0.5	-1.4	-1.4	-1.6
hIAP block	8	-17	-2	-1	0
mIAP block	-1	-10	16	-1	2
A3G deaminase	-5	-6	-4	-3	-7
beta cell repl	-3	-1	-4	0	-2
APOBEC3A inh	1	-8	-3	4	-2
mIAP act	1	1.1	0.84	1	0.98
NR3A LBD binder	-1	-1	-2	-2	-2
hIAP activ	0.92	1.2	1	1	0.99

#21 O=C(c1ccco1)N1CCN(C(=O)C2CC(c3ccc(F)cc3)=NO2)CC1 (centres undefined)
#22 O=C(Cn1c(NCCO)nc2ccccc21)N1CCN(Cc2ccccc2)CC1
#23 Cc1cccc(C(=O)Nc2nnc(-c3ccco3)o2)c1
#24 O=C(NCc1ccc2c(c1)OCO2)C1CCCCC1
#25 Cc1ccc2c(c1)COc1c3ccc(C(=O)NCCO)cc3nn1-2
assay / entry	21	22	23	24	25
MPTP block	-0.6	-0.4	-1.5	-0.1	0.6
hIAP block	13	-6	-38	16	-5
mIAP block	13	-2	-3	-4	-4
A3G deaminase	0	-8	-1	-2	12
beta cell repl	-2	-1	-1	-2	-5
APOBEC3A inh	-1	4	-2	-3	0
mIAP act	0.87	1	1	1	1
NR3A LBD binder	0	1	-1	1	-2
hIAP activ	0.87	1.1	1.4	0.84	1.1

Full records, quoted from the list. Screens in order: MPTP block	hIAP block	mIAP block	A3G deaminase	beta cell repl	APOBEC3A inh	mIAP act	NR3A LBD binder	hIAP activ
`CC(C(=O)Nc1nncs1)N1C(=O)C2C3C=CC(C3)C2C1=O` (centres undefined) as listed: 0.8	-9	-6	-5	-3	-2	1.1	-5	1.1
`Cc1cnc(C(=O)OCc2ccc(Br)cc2F)cn1` as listed: 0.8	-2	-3	-6	1	-1	1	0	1
`O=C(Nc1cccnc1)c1ccc(-c2ccc(Cl)cc2)o1` as listed: -1.4	15	-10	5	-2	3	1.1	2	0.85
`COc1cccc(CNCc2cccnc2)c1OCc1ccccc1` as listed: 0.9	8	6	-3	-2	-2	0.94	-1	0.92
`O=C(NCc1ccc2c(c1)OCO2)C1CCCCC1` as listed: -0.1	16	-4	-2	-2	-3	1	1	0.84

Additional compounds:
#26 CCC(CCC(=O)Nc1ccc(S(N)(=O)=O)cc1)C(=O)O (centres undefined)
#27 Nc1n[nH]c(-c2ccc(F)cc2)n1
#28 COc1ccc(OC)c(S(=O)(=O)N2CCCC(C(=O)NCc3ccncc3)C2)c1 (centres undefined)
#29 CCOc1ccc(S(=O)(=O)/N=C(\N)c2ccccc2)cc1
#30 Cc1nnsc1C(=O)Nc1cc(Cl)ccc1Cl
assay / entry	26	27	28	29	30
MPTP block	-1.2	0.6	-1.2	3.7	0.2
hIAP block	-1	4	9	0	-6
mIAP block	-5	10	-4	-8	4
A3G deaminase	0	-7	-4	-6	-1
beta cell repl	-4	0	5	-4	-3
APOBEC3A inh	0	-4	3	-4	-1
mIAP act	1	0.9	1	1.1	0.95
NR3A LBD binder	0	1	1	4	2
hIAP activ	1	0.96	0.91	1	1.1

#31 CCOC(=O)CN(C(=O)CNC(=O)c1cccs1)C(C(=O)NC1CCCC1)c1ccncc1 (centres undefined)
#32 Cc1nn(S(=O)(=O)c2cccc([N+](=O)[O-])c2)c(C)c1Br
#33 O=C(Nc1ccncc1)c1ccc2ccccc2c1
#34 Cc1ccc2nc(Br)c3c(c2c1)OC(CBr)C3 (centres undefined)
#35 CCOc1ccccc1OCC(=O)Nc1ccc(N2CCCCC2)cc1
assay / entry	31	32	33	34	35
MPTP block	3.1	-1.2	9.1	1.1	1.5
hIAP block	16	2	8	-7	4
mIAP block	5	8	-9	4	2
A3G deaminase	-14	-7	-5	-4	6
beta cell repl	2	-2	-1	-4	-3
APOBEC3A inh	-3	-1	-7	-3	4
mIAP act	0.95	0.92	1.1	0.96	0.98
NR3A LBD binder	-2	1	-8	2	1
hIAP activ	0.84	0.98	0.92	1.1	0.96

#36 CCN(CC)CCn1c(/N=C/c2cc(Br)ccc2O)nc2ccccc21
#37 COc1ccc(OC)c(NC(=O)CSc2nnc(NC(=O)c3ccco3)s2)c1
#38 CCOC(=O)c1c(C)[nH]c(C(=O)COC(=O)/C=C/c2ccc(O)c(OC)c2)c1C
#39 COc1cc(/C=C(\C#N)c2nnc(N3CCOCC3)n2-c2ccccc2)ccc1O
#40 FC(F)(F)C1CCCN(c2nsc3ccccc23)C1 (centres undefined)
assay / entry	36	37	38	39	40
MPTP block	-9.9	0.0	1.0	0.6	1.6
hIAP block	3	4	1	1	3
mIAP block	13	-7	9	10	-3
A3G deaminase	-8	-9	-9	-2	73*
beta cell repl	-1	2	0	3	-4
APOBEC3A inh	-1	-1	0	1	-2
mIAP act	0.87	1.1	0.91	0.9	1
NR3A LBD binder	-11	-8	-3	-4	10
hIAP activ	0.97	0.96	0.99	0.99	0.97

#41 Cc1ccc(-n2ncc3c(=O)n(Cc4ccccn4)cnc32)cc1C
#42 Cc1nc2ccccn2c1C(=O)C(=O)Nc1cc(F)ccc1F
#43 CC(=O)c1cccc(NC(=S)NNC(=O)c2ccc(C)c([N+](=O)[O-])c2)c1
#44 CC(C)N(CCn1c(SCC(=O)N2CC(=O)Nc3ccccc32)nc2ccccc2c1=O)C(C)C
#45 CCC1C(=O)N(c2nc(C)cc(C)n2)N=C1C (centres undefined)
assay / entry	41	42	43	44	45
MPTP block	2.2	-3.1	-1.1	3.0	-0.1
hIAP block	-16	-13	-65	-12	8
mIAP block	3	-2	0	-2	7
A3G deaminase	-9	0	-15	-5	-8
beta cell repl	-1	-1	3	-2	1
APOBEC3A inh	-5	5	15	2	-2
mIAP act	0.97	1	1	1	0.93
NR3A LBD binder	1	-1	3	-2	0
hIAP activ	1.2	1.1	1.6	1.1	0.92

#46 O=C(Nc1ccc(F)c(F)c1)NC1CCCCC1
#47 O=C(NCc1ccco1)c1ccc2c(c1)CCO2
#48 O=C(CNC(=O)C1COc2ccccc2O1)Nc1cc(Cl)ccc1Cl (centres undefined)
#49 OC(CNC1Cc2ccccc2C1)c1ccccc1 (centres undefined)
#50 COc1ccc(C2CC(c3ccc(Br)cc3)=NN2C(=O)CSC2=NCCS2)cc1 (centres undefined)
assay / entry	46	47	48	49	50
MPTP block	53*	-1.0	0.5	-0.5	-1.2
hIAP block	16	16	8	5	21
mIAP block	6	0	6	9	6
A3G deaminase	-7	-7	-5	-10	-2
beta cell repl	-2	1	-3	-2	0
APOBEC3A inh	0	0	-4	-5	-2
mIAP act	0.94	1	0.94	0.91	0.94
NR3A LBD binder	-3	-1	2	-1	-2
hIAP activ	0.84	0.84	0.92	0.95	0.79
